Growth percent in the NCI-60 one-dose screen (48 h, 10 µM unless noted): 100 = growth as untreated, 0 = no growth, -100 = all killed.
RPMI-8226: RPMI-8226 leukemia cells; hit rate 7.5% among 77,000
HOP-92: HOP-92 NSCLC cells; hit rate 6.3% among 71,000; AID 1794738
K-562: K-562 leukemia | AID 1794777 | hit rate 7.4% among 78,000
HOP-62: HOP-62 NSCLC; hit rate 3.9% among 80,000
MOLT-4: MOLT-4 leukemia cells | AID 1794779 | hit rate 6.9% among 80,000
CCRF-CEM: CCRF-CEM leukemia; AID 1794778; hit rate 7% among 77,000
SR: SR leukemia cells | AID 1794780 | hit rate 8.7% among 73,000
MDA-MB-435: MDA-MB-435 melanoma | AID 1794794 | hit rate 7.8% among 82,000
An asterisk follows results filed as active; nt = no result given; & = joins results of further samples; ! = a repeat was not active; [ ] = another dose, or the depositor's remark. Rule for the calls: active = growth percent below 10; inactive = the rest. A portion of the library (hit frequency here may not be typical).

Fields – HOP-92	CCRF-CEM	MOLT-4	K-562	MDA-MB-435	RPMI-8226	HOP-62	SR
CCOC(=O)C1=C(N)Oc2c(c(=O)oc3ccccc23)C1c1cc(=O)oc2ccc(Cl)cc12 (stereo unspecified)
 : 91	104	92	95	104	107	94	99
Cc1cc2ccccc2cc1C
 : 104	106	103	93	118	111	102	105
O=C(O)c1cc2ccccc2n1Cc1ccccc1
 : 86	nt	100	94	96	103	105	101
OOSSOCc1cccc2ccccc12
 : 92	105	108	103	102	100	89	99
COCc1c(CN)cnc(C)c1N
 : nt	100	103	99	111	94	101	101
CC[C@@]1(O)C[C@H](OC2CC(N(C)C)C(OC3CC(O)C(OC4CCC(=O)C(C)O4)C(C)O3)C(C)O2)c2c(cc3c(c2O)C(=O)c2c(O)ccc(O)c2C3=O)[C@H]1C(=O)OC (stereo partly specified)
 : nt	4.1*	7.3*	0.1*	-2.5*	-34*	5.2*	1.1*
FCCN(CCF)c1cccc(Cl)c1
 : 98	101	108	108	82	105	96	114
O=[N+]([O-])c1ccc(S(=O)(=O)F)c(Cl)c1
 : 111	94	97	94	103	101	102	101
CC1=CC(=O)C2=C(C)CC(O)[C@@H]3[C@H](OC(=O)[C@@H]3C)[C@@H]12 (stereo partly specified)
 : 116	105	107	95	99	112	102	89
C#CC[Se]C(=O)c1ccc2n[se]nc2c1
 : 77	-25*	23	4.8*	86	21	29	3.8*
CCN(CC)C(=O)[C@H]1CN(C)[C@@H]2Cc3c[nH]c4cccc(c34)[C@]23C[C@H]13
 : 75	91	92	88	101	95	102	92
Cc1c([N+](=O)[O-])cc2c(c1[N+](=O)[O-])C(C)(C)CC2(C)C
 : nt	nt	81	89	117	nt	107	73
C#CCOc1cc2c(cc1CC=C)OCO2
 : 82	84	104	115	106	105	81	106
C[C@]12CC[C@H]3[C@@H](CCC4=CC(=O)CC[C@@]43C)[C@@H]1C[C@@H](F)[C@H]2O
 : nt	nt	85	92	113	nt	103	84
O=C(O)C(Cl)Cc1cnc[nH]1 (stereo unspecified)
 : 100	82	96	102	110	98	107	100
O=[N+]([O-])c1ccc2cnn(CSP(=S)(c3ccccc3)c3ccccc3)c2c1
 : 66	46	44	19	-21*	52	59	9.8*
COC(=O)CNP(=O)(NCC(=O)OC)N(CCCl)CCCl
 : 104	128	115	108	112	106	115	92
Cc1ccccc1N1CCN(C(C)C#N)CC1 (stereo unspecified)
 : 81	nt	105	95	107	91	103	98
COc1c2c(cc3c1OCO3)CCN(C)C2
 : nt	nt	129	136	107	nt	nt	126
COc1cc2c(cc1OCCCCCn1c(-c3ccco3)nc3ccccc31)N=C[C@@H]1CCCN1C2=O
 : -5.9*	30	6.4*	5.8*	-48*	28	6.2*	0.7*
Cc1cc(N(CCCl)CCCl)ccc1/C=N\NC(=O)c1cccnc1
 : 94&89	62&60	61&50	92&85	88&91	86&86	88&80	55&23
N#CC(CCN1CCOCC1)(c1ccccc1)c1ccccc1
 : 86	102	106	113	103	103	103	99
CNC(=O)Oc1ccc2c(c1)OCO2
 : 108	111	94	90	103	115	102	91
Nc1nnc(N)n1N
 : 95	104	104	113	103	101	89	96
NCC(=O)c1ccccc1
 : 97	105	107	111	105	104	106	nt
CC(=O)c1ccc(N2CCNCC2)cc1
 : 96	112	117	116	95	132	105	132
NNc1n[nH]c(N)n1
 : 115	105	102	95	103	110	106	107
O=C1C=C2C=C[C@@H]3C[C@@]2(O1)[C@H]1CCCCN31
 : 64	76	94	69	70	100	94	59
ClCc1ccco1
 : 98	118	107	112	105	118	101	108
ClC1OC(Cl)C(Cl)OC1Cl (stereo unspecified)
 : 66	nt	103	97	98	97	109	92

For convenience, part of the list above.
Fields – HOP-92	CCRF-CEM	MOLT-4	K-562	MDA-MB-435	RPMI-8226	HOP-62	SR
CCOC(=O)C1=C(N)Oc2c(c(=O)oc3ccccc23)C1c1cc(=O)oc2ccc(Cl)cc12 (stereo unspecified)
 : 91	104	92	95	104	107	94	99
Cc1cc2ccccc2cc1C
 : 104	106	103	93	118	111	102	105
O=C(O)c1cc2ccccc2n1Cc1ccccc1
 : 86	nt	100	94	96	103	105	101
OOSSOCc1cccc2ccccc12
 : 92	105	108	103	102	100	89	99

Additional compounds follow.
Fields – HOP-92	CCRF-CEM	MOLT-4	K-562	MDA-MB-435	RPMI-8226	HOP-62	SR
CCOc1cc2c(cc1OCC)C(C)NCC2 (stereo unspecified)
 : 100	113	100	111	111	113	97	nt
Cc1cc(C(C)(C)c2cc(C)c(O)c(C)c2)cc(C)c1O
 : 62	84	71	43	22	80	84	nt
Cc1ncc(C(=O)O)n1C(C)c1ccccc1 (stereo unspecified)
 : nt	100	99	115	109	99	98	96
CCC(CC)OC(=O)Cc1ccccc1
 : 84	103	97	100	102	nt	99	104
CN1C(=O)C(C)(C2=CCCCC2)C(=O)NC1=S (stereo unspecified)
 : 108	106	104	94	109	107	97	104
COCCOCCOCCOc1ccc(-n2cc(CCCN(CCNc3ccnc4cc(Cl)ccc34)C(=O)CCC(=O)O[C@@H]3O[C@@H]4OC5(C)CC[C@H]6[C@H](C)CC[C@@H]([C@H]3C)[C@@]46OO5)nn2)cc1
 : 19	26	7.2*	17	25	26	61	-5.1*
COC(=O)[C@@H](NC(=O)c1nn(Cc2ccc(F)cc2)c2ccccc12)C(C)(C)C
 : 82	92	95	93	105	95	83	97
CC(=O)[C@H]1CC[C@H]2[C@@H]3CC[C@H]4C[C@H](N)CC[C@]4(C)[C@H]3CC[C@]12C
 : 7.6*	102	62	56	65	59	77	32
N#CN
 : 97	104	93	104	104	103	79	92
C=CCCCCCCCCC(=O)O
 : 58&99&101	103&101&94	101&95&106	100&113&98	103&111&109	109&103&101	122&102&105	102&88&91
CNC(=O)O/N=C(/C)c1ccc(Cl)cc1
 : 86	96	94	93	98	96	99	90
ClCCN1CCCCC1
 : 89	109	107	106	104	112	nt	103
CN(Cc1ccccc1)CC(Cl)c1ccccc1 (stereo unspecified)
 : 92	112	112	102	105	112	99	115
CC(=O)OC1CCC2(C)C(CCC3C2CC(=O)C2(C)C3CC(Sc3ccc(N(CCCl)CCCl)cc3)C2C(C)=O)C1 (stereo unspecified)
 : 109	63	77	7.4*	105	49	108	52
COC(=O)C12CC(NC(=O)c3csc([C@@H](C[C@H](C(C)C)N(C)C(=O)[C@@H](NC(=O)[C@H]4CCCCN4C)C(C)C)OC(C)=O)n3)(C1)C2
 : 53	8.2*	14	12	-44*	18	6.1*	15
N#C[C@]1(Cl)CC2CCC1C2 (stereo partly specified)
 : 120	nt	134	110	117	90	106	162
COC(=O)c1cn(Cc2c[nH]c3ccccc23)c2ccccc12
 : nt	92	71	nt	52	75	78	82
CC(=O)[C@H]1CC[C@H]2[C@@H]3CC[C@@H]4C[C@H](O)CC[C@]4(C)[C@H]3[C@H](O)C[C@]12C
 : 95	111	106	105	109	nt	115	102
Fc1ccc(C2=NN(c3ccccc3)C(c3sc(N(CCCl)CCCl)nc3Cl)C2)cc1 (stereo unspecified)
 : nt	83	65	70	94	nt	78	83
O=c1[nH]c(N2C[C@@H]3C[C@H](C2)c2cccc(=O)n2C3)nc2sc3c(c12)CCCC3
 : 77	84	81	nt	97	98	92	92
CN(C)[C@@H]1C(=O)C(C(N)=O)=C(O)[C@@]2(O)C(=O)C3=C(O)c4c(O)ccc(Cl)c4[C@@](C)(O)[C@H]3C[C@@H]12
 : 12&76	101&94	121&99	94&109	103&100	91&87	90	83&88
CNC(=O)Oc1cc(C)cc(C)c1
 : 107	96	96	92	106	106	95	101
COc1ccc(CCNCc2cccc(OC)c2OC)cc1OC
 : 74	105	107	83	106	89	96	98
CCC1=C[C@@H]2CN3CCc4c([nH]c5ccccc45)[C@@](C(=O)OC)(C2)[C@@H]13
 : 79	96	101	103	102	102	91	nt
CNC(C)[C@H](O)c1ccccc1 (stereo partly specified)
 : nt	96	113	nt	101	93	nt	nt
CN(N=O)c1ccc([N+](=O)[O-])cc1
 : nt	101	98	105	108	100	103	91
CC1(C)N=C(N)N=C(N)N1c1ccc(C(=O)Nc2cccc(S(=O)(=O)F)c2)cc1
 : 100	106	100	108	96	107	87	95
COC(=O)C12CCc3c(ccc4cc(OC)ccc34)C1=CC(=O)C2 (stereo unspecified)
 : 95	88	99	109	103	89	111	94
O=C(CCl)NCNC(=O)CCl
 : 99	nt	90	99	94	83	97	80
NP(N)(=O)CCl
 : 115	83	105	104	112	102	94	98
OC(c1ccc(Cl)cc1)C(c1ccc(Cl)cc1)N1CCCCC1 (stereo unspecified)
 : 75	96	87	86	96	97	75	95
C=CC[PH+](c1ccccc1)c1ccccc1.C=CC[PH+](c1ccccc1)c1ccccc1.[Pt+2].[S-]c1ncccn1.[S-]c1ncccn1
 : -7.4*	7.0*	7.9*	5.0*	-48*	0.6*	90	13
CC(C)(O)C1C2OC(=O)C1C1(O)CC3OC34C(=O)OC2C14C (stereo unspecified)
 : 97	98	87	103	101	103	98	100
CC(C)(C)c1ccc(O)cc1
 : 91	112	101	100	105	104	99	96
Cc1[nH]c2ccccc2c1CN1CCCCC1
 : 100	98	92	106	103	95	128	107
CCOP(=O)(CCCCCCC#N)Oc1ccc([N+](=O)[O-])cc1 (stereo unspecified)
 : 81	84	89	104	102	90	95	93
NC(=O)C[N+](=O)[O-]
 : nt	81	117	109	102	103	104	nt
CCOC(=O)/C=C(/OP(=O)(OCC)OCC)C(=O)OCC
 : nt	100	105	99	105	103	101	98
CN(C)P(=O)(NC(NC=O)C(Cl)(Cl)Cl)N(C)C (stereo unspecified)
 : 95	nt	104	94	104	96	91	106
CCN(CC)CCOC(=O)C(OCC(C)C)(c1ccccc1)c1ccccc1
 : 62	99	81	79	100	91	91	nt
C=C1C[C@](OC)([C@H](O)C(=O)N[C@@H](OC)[C@@H]2C[C@@H](O)C(C)(C)[C@@H](C[C@@H](COC)OC)O2)O[C@H](C)[C@@H]1C
 : -65*	-24*	-52*	-50*	-83*	-72*	-35*	-39*
CC12CCC3C(CCC4CC=CCC43C)C1CCC2=O (stereo unspecified)
 : 100	95	101	107	101	96	107	94
C[N+](C)(C)CCCl
 : 107	98	92	101	110	111	90	102
CN(C)Cc1c[nH]c2ccc([N+](=O)[O-])cc12
 : 84	121&89	113&85	107&95	98&106	124&92	106&107	111&92
COc1ccccc1N1CCN(C(C)C)CC1
 : 87	112	110	110	100	107	103	107
CN(C)CCNC(=O)C(=O)c1cn(Cc2ccccc2)c2ccc(OCCO)cc12
 : 103	102	109	109	102	98	99	120
CC12CCC3C(CCC4CC(=C5C=CC=C5)CCC43C)C1CCC2O (stereo unspecified)
 : 82	nt	86	93	95	86	114	87
BrCC[N+]12CC[N+](CCBr)(CC1)C2
 : 83	88	105	106	111	94	113	nt
N#CC(N)c1ccccc1 (stereo unspecified)
 : 113	107	108	116	98	99	114	101
COc1ccc(CCN)cc1
 : nt	98	104	104	110	102	99	nt
C[C@]12CC[C@H]3[C@@H](C[C@@H]4SC(Nc5ccccc5)=N[C@@]45C/C(=N/O)CC[C@]35C)[C@@H]1CCC2=O
 : 107	8.6*	20	13	52	-1.4*	94	2.2*
CC1=C[C@H]2O[C@@H]3C[C@H]4OC(=O)/C=C\C=C\[C@H]([C@@H](C)O)OCC[C@@H](C)[C@H](O)C(=O)OC[C@@]2(CC1)[C@]4(C)[C@]31CO1
 : -22*	-7.8*	-19*	-10*	-85*	-29*	-35*	-11*
CC[C@H](CC[C@@H](C)[C@H]1CC[C@H]2[C@@H]3CC[C@H]4C[C@]5(CC[C@]4(C)[C@H]3CC[C@]12C)OO[C@](C)(C(F)(F)F)O5)C(C)C
 : 87	100	95	94	97	98	82	94
COC(=O)CC(c1ccc(O)c(Cl)c1)c1c(O)c2ccccc2oc1=O (stereo unspecified)
 : 84[8.25 µM]	95[8.25 µM]	101[8.25 µM]	100[8.25 µM]	105[8.25 µM]	105[8.25 µM]	99[8.25 µM]	83[8.25 µM]
O=C(c1ccccc1)C(F)(F)F
 : nt	91	93	99	106	92	106	101
ClCCN(CCCl)c1ccc(C2=NCCc3ccccc32)cc1
 : 52	71	73	42	88	nt	90	59
COc1cc(/C=C\[N+](=O)[O-])ccc1O
 : 102&73	6.9*!	79&27	48&27	51&78	-15*!	101&100	8.1*!
CC1(C)CC[C@]23CC[C@]4(C)[C@H](CC[C@@H]5[C@@]6(C)CCC7(OOC8(CCCCC8)OO7)C(C)(C)[C@@H]6CC[C@]54C)[C@H]2[C@H]1OC3=O (stereo partly specified)
 : 106	103	91	111	75	94	101	78
O=C1NC(=O)C(=O)C(=O)N1
 : 103	112	96	105	97	108	102	96
CC12CCC3C(CC=C4CC(O)CCC43C)C1C/C(=C\N1CCOCC1)C2=O (stereo unspecified)
 : 91	94	106	108	107	102	nt	98

The list goes on:
Fields – HOP-92	CCRF-CEM	MOLT-4	K-562	MDA-MB-435	RPMI-8226	HOP-62	SR
O=C(CCl)Nc1cccc(Cl)c1
 : 86	82	90	112	93	104	92	89
CNC(=O)O/N=C(C)/C(C)=N/OC(=O)NC
 : 93	95	125	nt	99	97	115	105
CC1(C2CCOC2=O)OCCO1 (stereo unspecified)
 : nt	nt	100	102	94	99	100	nt
CC(C)[N+](C)(C)CCC(C(N)=O)(c1ccccc1)c1ccccc1
 : 117	127	106	104	103	109	103	104

Profiles, quoted from the list:
`CNC(=O)O/N=C(C)/C(C)=N/OC(=O)NC` across the screens: HOP-92 = 93; CCRF-CEM = 95; MOLT-4 = 125; K-562 = nt; MDA-MB-435 = 99; RPMI-8226 = 97; HOP-62 = 115; SR = 105
`CC(C)[N+](C)(C)CCC(C(N)=O)(c1ccccc1)c1ccccc1` across the screens: HOP-92 = 117; CCRF-CEM = 127; MOLT-4 = 106; K-562 = 104; MDA-MB-435 = 103; RPMI-8226 = 109; HOP-62 = 103; SR = 104
